TDP43 rescue: TDP-43 toxicity inhibition in yeast. 410,000 tested, 1.8% active. Potency, µM (highest dose often 46.1 µM), inactives show at the top dose growth rescue (activation), most hits filed as activators. TDP-43 expressing yeast growth rescue, BacTiter-Glo, 24 h; note: % of control where 0% means no effect; nearly all actives have a fitted effect of over 50% in size
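Luminescence from BacTiter-Glo reports growth of TDP-43-expressing yeast after 24 hr at 30 deg C with compound. Cells were raffinose-pregrown to mid-log, then seeded in galactose medium at OD600=0.02.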
EPAC1 agonist: EPAC1 (human) agonism. O95398. EPAC1 agonist qHTS, biochemical assay; response scale: 100% = response to 6.5 mM cAMP. Potency, µM (series often up to 154 µM), without a hit: at the top dose activation, hits mostly activators. 360,000 tested, 0.073% active. AID 720707; note: nearly all actives have a fitted effect of over 60% in size
Target sequence (O95398 whole entry, looked up): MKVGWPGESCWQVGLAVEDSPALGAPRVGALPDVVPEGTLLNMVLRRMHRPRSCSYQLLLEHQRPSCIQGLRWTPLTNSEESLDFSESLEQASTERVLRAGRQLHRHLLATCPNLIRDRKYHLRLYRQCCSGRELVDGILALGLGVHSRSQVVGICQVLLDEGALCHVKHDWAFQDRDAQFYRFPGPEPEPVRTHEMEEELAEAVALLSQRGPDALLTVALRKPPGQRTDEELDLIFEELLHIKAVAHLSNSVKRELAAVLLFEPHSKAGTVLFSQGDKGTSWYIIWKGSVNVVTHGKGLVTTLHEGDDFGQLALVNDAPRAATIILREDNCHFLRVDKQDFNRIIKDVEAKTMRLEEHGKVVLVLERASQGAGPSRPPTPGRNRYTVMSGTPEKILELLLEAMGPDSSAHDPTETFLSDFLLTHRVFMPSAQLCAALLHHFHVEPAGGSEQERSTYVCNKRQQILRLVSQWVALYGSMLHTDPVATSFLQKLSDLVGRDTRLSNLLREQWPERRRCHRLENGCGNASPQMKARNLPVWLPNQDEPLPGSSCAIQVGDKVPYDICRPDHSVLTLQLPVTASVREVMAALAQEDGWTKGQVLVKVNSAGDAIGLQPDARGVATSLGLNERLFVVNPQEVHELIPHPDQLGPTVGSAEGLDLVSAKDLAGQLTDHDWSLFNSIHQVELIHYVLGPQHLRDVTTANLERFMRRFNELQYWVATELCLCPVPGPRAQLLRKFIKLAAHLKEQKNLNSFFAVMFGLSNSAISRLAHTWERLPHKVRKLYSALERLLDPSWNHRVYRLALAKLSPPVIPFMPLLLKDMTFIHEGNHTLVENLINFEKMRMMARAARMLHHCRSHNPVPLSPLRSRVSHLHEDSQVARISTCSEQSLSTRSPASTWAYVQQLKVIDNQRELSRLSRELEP
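Read-out is the fluorescence drop as BODIPY-GDP leaves Rap1B (480 nm excitation, 540 nm emission), recorded every 5 minutes over 30 minutes. Reactions held 100 nM EPAC1, 250 nM Rap1B–BODIPY-GDP and 50 uM GDP, with 6.5 mM cAMP setting full activation.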
FUS yeast rescue: rescues growth of FUS-expressing yeast | S. cerevisiae FUS-expressing, growth rescue, OD600, 24 h | 390,000 tested, 0.24% active | Potency, µM (series often up to 76.6 µM), inactives show at the top dose growth rescue (activation), most hits filed as activators;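 note: plate controls were DMSO vehicle for no effect and reference control for full effect; nearly all actives have a fitted effect of over 55% in size; some results filed as inactive show a strong effect at the top dose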
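Absorbance at 600 nm, taken 24hr after compound addition, measured rescue of FUS-yeast growth at 30C. Induction used 2% galactose with seeding at OD 0.005. Controls: CP55940 from 92uM final, DMSO only.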
aSyn rescue: inhibitors of alpha-synuclein toxicity in yeast | Yeast expressing alpha-synuclein, growth rescue, BacTiter-Glo, 24 h | Potency, µM (titrated, usually from 46.1 µM), without a hit: at the highest dose growth rescue (activation), most hits filed as activators | 370,000 tested, 0.14% active | AID 652106; note: % of control where 0% means no effect; nearly all actives have a fitted effect of over 65% in size
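Screening used galactose-induced yeast with toxic alpha-synuclein levels, exposed to compound for 24 hr at 30 deg C. Cell growth, read with BacTiter-Glo luminescence, gave the measured signal.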
EPAC1 antag: blocks human EPAC1 exchange factor; EPAC1 GEF assay, Rap1b-BODIPY-GDP exchange fluorescence; Potency, µM (highest dose often 115 µM), for inactives: at the top dose activity change, negative = inhibition, hits mostly inhibitors; 360,000 tested, 0.14% active; AID 720709;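 note: plate controls were vehicle for no effect and positive control for full effect; nearly all actives have a fitted effect of over 50% in size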
EPAC2 ag: agonists of human EPAC2 (RAPGEF4). Q8WZA2. EPAC2 activation, biochemical qHTS; response scale: 100% = 6.5 mM cAMP response. Potency, µM (highest dose often 154 µM), for the others: at the top dose activation, most hits filed as activators. 360,000 tested, 0.079% active; note: nearly all actives have a fitted effect of over 50% in size
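Each well held 100 nM EPAC2, 250 nM RAP1B-BODIPY-GDP and 50 uM GDP. Fluorescence, read at 5-min intervals to 30 min, was referenced to a 6.5 mM cAMP positive control.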
EPAC2 antagonist: blocks human EPAC2 exchange factor; Q8WZA2; EPAC2 GEF exchange of Rap1B-BODIPY-GDP, fluorescence; Potency, µM (titrated, usually from 114 µM), for the others: at the top dose activity, negative = inhibition, hits mostly inhibitors; 360,000 tested, 0.18% active; note: % is set by controls: 0 for no effect and ±100 for the full control effect; nearly all actives have a fitted effect of over 45% in size; many of its hits are not listed in these tables
PTHR1 ag: PTHR1 (human) receptor agonism; Q03431; HEK293 GP2 PTHR1 cells, GloSensor cAMP luminescence, 1 h; Potency, µM (doses to about 115 µM), inactives show at the top dose activation, hits mostly activators; 410,000 tested, 0.075% active; note: nearly all actives have a fitted effect of over 55% in size; some results filed as inactive show a strong effect at the top dose; inactives centre near -15; many of its hits are not listed in these tables
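HEK-293-derived GP2 cells expressing PTHR1 and a GloSensor cAMP reporter, 3,000/well, plated overnight, given luciferin plus IBMX (each 0.5 mM as added) for 1 h at 37 °C, then compound for 1 h at 37 °C. Luminescence was read after 15 min at room temperature.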
An asterisk follows results filed as active; i = inactive; ? = inconclusive; / = not tested or not shown; [ ] = dose if it differs, or a comment. Calls come from the whole dose curve; as a rule, active = well fitted curve in the direction sought with a large enough effect; inconclusive = small, poorly fitted or top-dose-only effect, or another doubt; inactive = no such curve, though single readings can be large; an effect the other way counts as inactive or inconclusive. Potency is the fitted concentration of half-maximal effect. Only part of the results is shown. The share of hits here may be higher or lower than overall.

Start of the data: the first three records, ahead of the listing:
cpd	Molecule	TDP43 rescue	EPAC1 agonist	FUS yeast rescue	aSyn rescue	EPAC1 antag	EPAC2 ag	EPAC2 antagonist	PTHR1 ag
1	CCC(C(=O)Nc1cccc(OC)c1)n1nc(C)c2c(C)n(-c3ccccc3)nc2c1=O (centres undefined)	-3.9%	6.6%	12.6%	-1.1%	-7.4%	2.5%	-15.6%	-21.0%
2	CCCN(CCC)S(=O)(=O)c1ccc(C(=O)Nc2nnc(-c3cc(OC)cc(OC)c3)o2)cc1	-13.4%	4.0%	26.4%	-0.3%	17.0%	-19.1%	4.5%	-3.1%[57.5 µM]
3	CCn1c(SCC(=O)N2CCOCC2)nc2sc3c(c2c1=O)CCCC3	-3.4%	0.9%	-16.2%	-0.7%	12.1%	4.2%	11.9%	-19.3%

The whole of this part, repeating the preview:
cpd	Molecule	TDP43 rescue	EPAC1 agonist	FUS yeast rescue	aSyn rescue	EPAC1 antag	EPAC2 ag	EPAC2 antagonist	PTHR1 ag
1	CCC(C(=O)Nc1cccc(OC)c1)n1nc(C)c2c(C)n(-c3ccccc3)nc2c1=O (centres undefined)	-3.9%	6.6%	12.6%	-1.1%	-7.4%	2.5%	-15.6%	-21.0%
2	CCCN(CCC)S(=O)(=O)c1ccc(C(=O)Nc2nnc(-c3cc(OC)cc(OC)c3)o2)cc1	-13.4%	4.0%	26.4%	-0.3%	17.0%	-19.1%	4.5%	-3.1%[57.5 µM]
3	CCn1c(SCC(=O)N2CCOCC2)nc2sc3c(c2c1=O)CCCC3	-3.4%	0.9%	-16.2%	-0.7%	12.1%	4.2%	11.9%	-19.3%
4	CN(C(=O)C1CCOC1)c1nnc(-c2ccccn2)s1 (centres undefined)	-11.8%	-11.7%	15.8%	-0.7%	15.5%	0.0%	14.0%	-25.3%
5	COCCn1c(=O)[nH]c2cc(C(=O)N3CCN(Cc4ccc5c(c4)OCO5)CC3)ccc2c1=O	-6.0%	3.8%	15.9%	0.4%	2.9%	-2.6%	-0.5%	-25.8%
6	O=C(Nc1ccnn1C1CCN(C(=O)c2ccc(Cl)cc2)CC1)C1CC1	12.0%	-0.5%	5.1%	-3.9%	9.2%	1.7%	3.3%	i
7	CCn1nc(NC(=O)c2cccs2)c2cc3ccccc3nc21	?	-0.2%	20.0%	-13.9%	-1.2%	-0.3%	-16.5%	-76.7%
8	O=C(CCC(=O)OCC(=O)c1ccc(F)cc1)NC1CCCCC1	12.1%	9.6%	10.4%	2.3%	-1.4%	-1.7%	-1.1%	i
9	C=CCN1C(=O)C(CC(=O)Nc2ccc(OC)cc2)SC1=Nc1ccc(S(N)(=O)=O)cc1 (centres undefined)	1.8%	7.9%	5.2%	1.3%	7.4%	7.1%	0.7%	i
10	C=CCn1c(SCC(=O)Nc2nncs2)nnc1-c1ccco1	-9.7%	2.0%	11.3%	3.0%	-1.7%	4.2%	10.0%	i
11	Cc1ccc(SCC(=O)Nc2ccc(N3CCOCC3)cc2)cc1C	?	-9.1%	-2.9%	5.3%	2.4%	7.5%	4.9%	-21.3%
12	CC(C)Cn1nc(C(=O)OCC(=O)NCC(F)(F)F)c2ccccc2c1=O	16.2%	-5.4%	-12.6%	0.3%	-26.1%	1.1%	-12.1%	-24.5%
13	COc1ccc([N+](=O)[O-])cc1C(=O)Nc1ccc(OCC(=O)N2CCOCC2)cc1	4.0%	4.9%	10.8%	2.2%	-13.0%	6.5%	4.8%	i
14	CCOc1ccc(NC(=O)CN(C)C(=O)CCNC(=O)c2ccco2)cc1OCC	21.3%	13.0%	-13.5%	2.0%	-4.3%	1.3%	3.3%	-18.5%
15	Cc1nc2ccc(NC(=S)NCc3ccccc3)cc2nc1C	-15.3%[0.397 µM]	-2.6%	13.8%	1.7%	7.4%	5.4%	-13.1%	-18.5%
16	COc1ccc(NC(=O)C2=CC(c3ccc(C)cc3)=NS(=O)(=O)N2C)cc1OC	10.4%	-0.2%	-1.1%	0.2%	-23.1%	4.9%	3.1%	-47.3%[inhibitor]
17	Cc1ccc(C)c(N2CCN(C(=O)CCS(=O)(=O)c3ccc4c(c3)NC(=O)CO4)CC2)c1	-7.6%	3.4%	36.4%	-8.8%	6.8%	10.2%	-13.2%	-92.4%[inhibitor]
18	CCC(C)NC(=O)c1ccc(CSCc2ccccc2Cl)o1 (centres undefined)	20.6%	9.2%	5.7%	28.3%	-11.4%	14.9%	-3.4%	-10.2%
19	Cc1ccc2nc(-c3ccccc3Cl)cc(C(=O)Nc3cc(C)on3)c2c1	17.8µM*	9.1%	0.5%	8.6%	-5.3%	13.4%	-0.6%	i
20	O=C(Nc1cccc(-c2nnc(-c3ccccc3)o2)c1)c1ccc(Br)o1	-10.3%	19.3%	8.3%	1.2%	-4.2%	15.3%	-4.4%	i
21	C[C@@H]1[C@H]2CCCC[C@H]2CN(C(=O)OC(C)(C)C)[C@@H]1c1cn(Cc2ccccc2)c2ccc(F)cc12	8.5%	-14.2%	-3.0%	-5.3%	5.0%	-3.1%	9.5%	-7.2%
22	COc1cc(C(=O)O)nc(OC)n1	-4.8%	-4.1%	-11.5%	1.3%	4.0%	1.6%	-0.9%	i
23	NC(=O)c1cccc(-c2coc3c(C(=O)NCCc4ccccc4)cccc23)c1	0.0%	18.0%	-8.0%	-0.1%	-9.9%	5.8%	15.8%	-41.1%[inhibitor]
24	COc1ccc(-n2c(=O)[nH]cc(C(=O)N3CCc4ccccc43)c2=O)cc1	-14.3%	-0.4%	19.0%	0.0%	9.0%	5.0%	8.5%	i
25	Cc1cccc(/C=N\NC(=O)c2ccccc2-n2cccc2)c1	0.0%	7.1%	17.6%	7.4%	5.3%	5.2%	-18.4%	i
26	CC(=O)Nc1sc(C)c(C)c1C(=O)OC(C)C	11.9%	3.7%	/	9.6%	0.2%	-11.8%	-14.1%	i
27	Cc1cccc(C)c1NC(=O)CNC(=O)c1ccncc1	1.9%	0.0%	-16.7%	-8.3%	-7.4%	3.9%	2.9%	6.6%
28	Cc1c(NC(=O)C(C)OC(=O)c2cccnc2Cl)c(=O)n(-c2ccccc2)n1C (centres undefined)	14.8%	-6.3%	-11.4%	3.6%	21.1%	1.1%	8.4%	-43.6%[inhibitor]
29	CCOC(=O)c1c(NC(=O)C[n+]2ccccc2)sc2c1CCCC2	27.0%	-0.8%	10.0%	-6.4%	5.7%	0.4%	11.2%	i
30	CC(=O)c1cn(CC(=O)Nc2ccccc2F)c2ccccc12	/	-0.6%	29.1%	-0.8%	?	8.4%	-4.0%	-32.8%
31	O=C1/C(=C\c2ccc([N+](=O)[O-])cc2)CS(=O)(=O)C/C1=C/c1ccc([N+](=O)[O-])cc1	?	-11.2%	/	-83.3%[inhibitor]	?	-0.4%	17.3%	-43.8%[inhibitor]
32	COc1cccc(CN2CCN(Cc3cc(OC)c(OC)cc3[N+](=O)[O-])CC2)c1	-20.1%	3.1%	20.7%	-16.7%	7.4%	7.0%	1.5%	-8.8%[57.5 µM]
33	Cc1nn(CC(=O)NCCc2ccccc2)c(=O)c2ccccc12	2.3%	6.5%	-0.8%	-10.4%	3.7%	-5.6%	13.9%	i
34	Nc1ccc(C(=O)NCc2ccccc2)cc1	1.6%	-6.7%	-18.5%	0.9%	6.4%	-2.3%	3.5%	i
35	CC(=O)Nc1ccc(C(=O)N/N=C(\C)CC(=O)Nc2ccc(OCc3ccccc3)cc2)cc1	9.2%	-4.1%	1.2%	-8.1%	-18.9%	-15.2%	3.8%	i
36	COc1ccccc1NC(=O)N1CCOCC1	6.3%	6.5%	1.5%	-10.2%	-14.4%	2.5%	0.8%	i
37	O=S(=O)(Nc1cccnc1)c1ccc2c(c1)OCCO2	-6.2%	2.2%	6.9%	0.4%	0.0%	4.7%	-0.5%	-22.7%[57.5 µM]
38	COc1cccc(NC(=O)CSCC(=O)Nc2ccccc2)c1	0.0%	4.0%	-8.6%	0.6%	-1.8%	3.6%	-1.8%	i
39	CCc1nc(Nc2cccc(O)c2)c2oc3ccccc3c2n1	9.8%	-4.2%	24.4%	4.4%	-3.6%	0.5%	-6.7%	-37.6%
40	COCCNC(=O)CSc1nnc(-c2ccccc2)c(-c2ccccc2)n1	-0.8%	4.9%	-26.1%	2.7%	0.0%	2.5%	-1.2%	21.7%
41	Cc1ccsc1CN(C)CC(=O)N(C)CC(=O)Nc1c(Cl)cccc1Cl	11.3%	-13.8%	-15.2%	-0.8%	4.8%	7.2%	-15.2%	-0.2%
42	CC(=O)NCc1ccc(S(=O)(=O)N2CCN(c3ccccn3)CC2)cc1	-13.9%	-7.3%	26.7%	-12.9%	1.4%	0.4%	16.0%	-4.1%
43	COc1cc(CCC(=O)OCC(=O)Nc2c(Cl)cccc2Cl)cc(OC)c1OC	-1.5%	3.4%	0.6%	-0.6%	-0.1%	1.2%	1.1%	-22.1%
44	CC(=O)c1ccc(NC(=S)N2CCC(Cc3ccccc3)CC2)cc1	25.1µM*	13.5%	9.0%	15.1%	-11.5%	14.5%	-9.2%	-26.6%
45	COc1cc2c(cc1OC)C(C)N(C(=O)C1COc3ccccc3O1)CC2 (centres undefined)	/	-10.7%	-13.0%	/	-10.7%	-24.2%	4.6%	-38.1%[inhibitor]
46	COC(=O)c1ccccc1NC(=O)C1CCCC1	-9.6%	1.1%	-15.6%	-9.9%	-13.5%	5.5%	8.5%	i
47	Cc1cc(NS(=O)(=O)c2ccc(NC(=O)c3ccccc3F)cc2)no1	18.0%	4.9%	-22.0%	3.3%	-12.4%	1.7%	6.4%	23.0%
48	COc1ccc(CCNC(=O)COC(=O)c2ccc([N+](=O)[O-])o2)cc1	-16.5%	7.9%	/	-5.3%	-12.5%	6.5%	-1.6%	i

2 compounds drawn at random from those above, as already listed:
cpd	Molecule	TDP43 rescue	EPAC1 agonist	FUS yeast rescue	aSyn rescue	EPAC1 antag	EPAC2 ag	EPAC2 antagonist	PTHR1 ag
26	CC(=O)Nc1sc(C)c(C)c1C(=O)OC(C)C	11.9%	3.7%	/	9.6%	0.2%	-11.8%	-14.1%	i
33	Cc1nn(CC(=O)NCCc2ccccc2)c(=O)c2ccccc12	2.3%	6.5%	-0.8%	-10.4%	3.7%	-5.6%	13.9%	i
